Source: PubChem BioAssay
N370S GC: inhibitors or activators of N370S glucocerebrosidase for Gaucher disease. N370S GC spleen homogenate, 4MU-glucoside fluorescence. Potency, µM (series often up to 59.4 µM), for the others: top-dose activity change, negative = inhibition, actives largely listed as inhibitors. actives 0.092% (n = 330,000). AID 2101;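 further: 0% = full enzyme activity and -100% = no enzyme basal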
TDP1 block: TDP1 (human) enzyme inhibition | Q9NUW8 | recombinant TDP1, AlphaScreen DNA substrate cleavage | Potency, µM (titrated, usually from 130 µM), without a hit: at the highest dose activity change, negative = inhibition, actives largely listed as inhibitors | actives 0.28% (n = 350,000) | AID 485290; further: nearly all actives have a fitted effect of over 40% in size
Target sequence (Q9NUW8 whole entry, looked up): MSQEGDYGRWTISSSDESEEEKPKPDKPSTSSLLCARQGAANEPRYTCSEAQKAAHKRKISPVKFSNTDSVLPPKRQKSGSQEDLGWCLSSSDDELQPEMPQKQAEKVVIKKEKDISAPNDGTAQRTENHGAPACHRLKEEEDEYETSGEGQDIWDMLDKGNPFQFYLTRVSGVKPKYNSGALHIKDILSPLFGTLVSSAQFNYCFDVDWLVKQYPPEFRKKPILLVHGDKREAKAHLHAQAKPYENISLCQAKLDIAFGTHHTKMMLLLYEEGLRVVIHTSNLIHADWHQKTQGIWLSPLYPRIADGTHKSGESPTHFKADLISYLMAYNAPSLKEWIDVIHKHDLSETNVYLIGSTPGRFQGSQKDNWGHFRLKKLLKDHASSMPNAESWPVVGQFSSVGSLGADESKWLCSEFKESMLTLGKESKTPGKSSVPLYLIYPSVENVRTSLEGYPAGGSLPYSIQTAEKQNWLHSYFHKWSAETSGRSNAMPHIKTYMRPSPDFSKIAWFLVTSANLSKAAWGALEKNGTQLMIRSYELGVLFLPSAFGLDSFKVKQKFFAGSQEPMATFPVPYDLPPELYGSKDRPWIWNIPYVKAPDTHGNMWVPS
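Here, a 5' biotin and 3' phosphotyrosine-FITC DNA oligonucleotide reports Tdp1 activity: intact substrate bridges AlphaScreen beads, while cleavage leaves a 3' phosphate and drops signal. All incubations at room temperature.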
TDP1 cell noCPT: qHTS for Inhibitors of human tyrosyl-DNA phosphodiesterase 1 (TDP1): qHTS in cells in absence of CPT; actives 15% (n = 420,000); DT40 Tdp1-/- hTDP1 cells, no CPT, ATP luminescence, 48 h; Potency, µM (highest dose often 46.2 µM), for inactives: at the highest dose activity change, negative = growth inhibition, hits mostly inhibitors; AID 686978, 2013; further: nearly all actives have a fitted effect of over 55% in size
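Chicken DT40 Tdp1-/- cells complemented with human TDP1, screened without camptothecin (DMSO vehicle only), 400 cells/well. Compounds pin-transferred, cells incubated at 37 °C for at least 48 hr. Growth read as ATP-dependent luminescence (CellTiter-Glo, 30 min at RT).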
The depositor's hits bear a star; ? = inconclusive; . = not tested or not shown; & = joins results of further samples; [ ] = another dose, or the depositor's remark. The call rests on the fitted dose curve; in most records, active means well fitted curve in the direction sought with a large enough effect; inconclusive means small, poorly fitted or top-dose-only effect, or another doubt; inactive means no such curve, though single readings can be large; an effect the other way counts as inactive or inconclusive. Unless noted, on the % scale 0 is the no-effect control and ±100 the full control effect; potency means the concentration at half of the fitted maximal effect.

Second line of a record – N370S GC, TDP1 block, TDP1 cell noCPT
- O=C(OCC(=O)N1CCCC1)c1ccccc1OCc1ccccc1
 : 6%, 6%, -15%
- Cc1cccc(NC(=S)N/N=C/c2c[nH]c3ccccc23)c1
 : 0%, 11%, 2.6µM*
- COc1ccc(S(=O)(=O)N(CC(C)C)CC(C)C)c2cccnc12
 : -2%, 5%, ?
- COc1ccc(C(C)=O)cc1CSc1nnc(Nc2ccc(C)cc2)s1
 : 15%, 3%, 23µM*
- COc1ccc(C(=O)COC(=O)CNC(=O)C2CCCCC2)c(OC)c1
 : 10%, 0%, -20%
- Clc1ccccc1-c1nc(NCc2cccnc2)c2ccccc2n1
 : 16µM*, ., -9%
- CCCCc1nnc(SCc2cc(=O)c3cc(F)ccc3[nH]2)n1C
 : ., -3%, ?
- CC(OC(=O)Cc1cccc(C(F)(F)F)c1)C(=O)Nc1ccc(Cl)cn1 (configuration not stated)
 : -3%, -11%, 1%
- C(=N\Nc1nnnn1-c1ccccc1)/c1ccncc1
 : 16%, 3%, ?
- CCOc1ccc(C2=CS/C(=C(\C#N)c3nnc4n3CCCCC4)N2CC)cc1
 : 0%, 7%, 23µM*
- Cc1cccc(N2C(=O)C(Cl)=C(Nc3c(C)n(C)n(-c4ccccc4)c3=O)C2=O)c1C
 : -1%, 1%, ?
- CCC(=O)n1nc(-c2cccnc2)nc1NCc1cccs1
 : 3%, 2%, -1%
- N#C/C(=C\C1CC=CCC1)c1nc2ccccc2[nH]1 (configuration not stated)
 : 6%, 7%, ?
- CC1(C)CC(=O)C2=C(C1)NC(SCC(=O)Nc1ccccc1)=C(C#N)C2c1ccco1 (configuration not stated)
 : -22%, 7%, ?
- CCN(CC)S(=O)(=O)c1cccc(C(=O)NC2=NCCS2)c1
 : 0%, 4%, 13%
- O=C(CSc1nccc(=O)[nH]1)Nc1cc(C(F)(F)F)ccc1N1CCOCC1
 : 2%, ., -10%
- Cc1ccc(CN(C(=O)c2sc3ccccc3c2Cl)C2CCS(=O)(=O)C2)cc1 (configuration not stated)
 : 0%, 7%, ?
- CCC(CO)Oc1cc(NC(=O)c2ccccc2Cl)c2ncn(C(C)C)c2c1 (configuration not stated)
 : ., -4%, -12%
- Cn1c(=O)n(C)c2cc(N3CCOCC3)c(NS(=O)(=O)c3ccc(F)cc3)cc21
 : ., 5%, ?
- COc1cc(OC)cc(-c2c(-c3cccs3)c3cc(-c4ccc(OC)c(F)c4)ccc3n2C)c1
 : ., 1%, 18µM*
- Cc1ccc(C)c(S(=O)(=O)N2CCN(C(=O)c3cccn3C)CC2)c1
 : -3%, 2%, -9%
- COc1ccc(N2CCN(C(=O)CCN3C(=S)NC(C)(C)CC3C)CC2)cc1 (configuration not stated)
 : -4%, -3%, -21%
- Cc1cc(=O)c2ccc(C(F)(F)F)cc2[nH]1
 : -5%, ., ?
- O=C1NCCN(Cc2ccc(F)cc2)C1=O
 : ., -1%, 0%
- CC(C)(C)OC(=O)NCCCC[C@@H](C(=O)N1CCN(C(=O)OC(C)(C)C)CC1)n1cc(C(CO)NC(=O)OC(C)(C)C)nn1 (some centres not stated)
 : 9%, 1%, -13%
- O=C(COc1ccccc1F)NNC(=O)c1cccc(-n2cccc2)c1
 : -33%, 7%, 13%
- O=C(CN1C(=O)NC2(CCCc3ccccc32)C1=O)NCCc1ccc(F)cc1 (configuration not stated)
 : ., 1%, -47%
- CCN(Cc1ccccc1)C(=O)c1cc(-c2ccccc2)n[nH]1
 : ., 6%, ?
- CCOC(=O)N/N=C1/C[C@@H](O)[C@@H](O)[C@@H]2[C@@H]3C(=O)N(C4CCCCC4)C(=O)[C@H]3CC[C@@H]12
 : 11%[12.8 µM], 11%[21 µM], .
- CCOC(=O)CN(C(=O)CSc1nnc(CNc2ccc(F)cc2)n1CC)c1ccc(F)cc1
 : -6%, 0%, ?

Of the compounds above, these have two or more sulfur atoms:
Second line of a record – N370S GC, TDP1 block, TDP1 cell noCPT
- COc1ccc(C(C)=O)cc1CSc1nnc(Nc2ccc(C)cc2)s1
 : 15%, 3%, 23µM*
- CCN(CC)S(=O)(=O)c1cccc(C(=O)NC2=NCCS2)c1
 : 0%, 4%, 13%
- Cc1ccc(CN(C(=O)c2sc3ccccc3c2Cl)C2CCS(=O)(=O)C2)cc1 (configuration not stated)
 : 0%, 7%, ?

Going on with the list:
Second line of a record – N370S GC, TDP1 block, TDP1 cell noCPT
- Cn1cc(CN2CC3C[C@@H]4CC2C[C@H](C3)C4)c(-c2ccc3c(c2)OCCO3)n1
 : 3%, 5%, ?
- COc1cccc(CNC(=O)Cn2ccc3cc(S(=O)(=O)N4CCCCCC4)ccc32)c1
 : -8%, 3%, ?
- CCN(CC)CCNC(=O)C(=O)NCC1OCCN1S(=O)(=O)c1ccc([N+](=O)[O-])cc1 (configuration not stated)
 : -27%, 5%, -18%
- COc1ccc(S(=O)(=O)NC(C)C(=O)N2CCCC2)cc1C (configuration not stated)
 : 0%, 4%, -1%
- O=S(=O)(c1ccc(NCC2CCCCC2)nc1)N1CCOCC1
 : -2%, 3%, -29%
- CCC1CCCCN1C(=O)COC(=O)c1cc(=O)[nH]c2ccccc12 (configuration not stated)
 : ., -2%, -11%
- c1cncc(Nc2nc(-c3cccnc3)cs2)c1
 : 7%, 3%, -29%
- CCOc1ccc(-c2nc(SCC(=O)NC3CCCC3)c(-c3ccccc3)[nH]2)cc1OC
 : ., 8%, ?
- S=C(Nc1ccccc1Cl)NC1CCCCCC1
 : 13%, 5%, ?
- Cc1ccc2c(c1)c1c(n2CC(O)Cn2ccnc2C)C(=O)CCC1 (configuration not stated)
 : -8%, 2%, ?
- CC1CCc2c(sc(NC(=O)Cn3nc(C(F)(F)F)c4c3CCCCC4)c2C#N)C1 (configuration not stated)
 : -28%, 0%, 0%
- COc1cc(OC)cc(-c2cc3nc(C)cc(N4CCN(C(=O)c5ccco5)CC4)n3n2)c1
 : 6%, 5%, .
- COc1cc(NC(=O)COc2cc(O)c3c(c2)OC(C)(C)CC3=O)cc(OC)c1OC
 : -3%, ., 0.26µM*
- Cc1n[nH]c(=S)n1/N=C/c1ccc(Br)o1
 : 0%, 2%, ?
- CC(C)c1ccc(OCC(=O)Nc2cccc3c2CCCC3)cc1
 : 22%, -7%, -30%
- CC(=O)c1c(C(C)=O)c(C)n(-c2cccc([N+](=O)[O-])c2)c1C
 : 1%, 1%, 0%
- O=C(O)CCC(=O)Nc1ccccc1Oc1ccccc1
 : 15%, -3%, ?
- Cc1ccc(-c2nc(CNC(=O)NC3CCCCC3)c(C)o2)cc1
 : ., 4%, 3%
- COc1ccc(NC(=O)c2ccc(CN3C(=O)CCn4nc(C)cc43)cc2)c(OC)c1
 : ., -8%, 9%
- Cc1c(NC(=S)NC(=O)c2cccc([N+](=O)[O-])c2)c(=O)n(-c2ccccc2)n1C
 : -13%, 0%, 18%
- COc1ccc(N(C(=O)c2cccnc2)S(=O)(=O)c2ccc(OC)c(OC)c2)cc1
 : 1%, ., -21%
- Cc1ccc(OCCn2cc(/C=C(\C#N)C(=O)NCC3CCCO3)c3ccccc32)cc1C (configuration not stated)
 : 12%, 3%, 7.3µM*
- CC(C)[C@H](NC(=O)NC1CCN(Cc2ccccc2)CC1)C(=O)O
 : 3%, 4%, -16%
- CCOC(=O)Cc1csc(NC(=O)c2c(O)c3ccccc3n(C)c2=O)n1
 : 6%[2.35 µM], -2%, .
- CCC(C)CCN1CCN=C1Nc1ccccc1 (configuration not stated)
 : -4%, -4%, -4%
- Cc1ccc(S(=O)(=O)N2CCN(Cc3csc(C)n3)CC2)cc1
 : -8%, 4%, -20%
- NS(=O)(=O)c1ccc(CCNC(=O)COC(=O)Cc2c(F)cccc2Cl)cc1
 : -6%, 1%, 5%
- CCCn1cc(S(=O)(=O)c2ccccc2)c(=O)c2cc(F)c(N3CCN(C)CC3)cc21
 : 0%, 7%, 10%
- O=C(N/C(=C\c1ccc2c(c1)OCO2)C(=O)N1CCOCC1)c1cccs1
 : 1%, 4%, 13%
- CCCSCCCNC(=O)Cn1c(-c2cccs2)cc2ccccc21
 : ., 6%, ?
- COc1ccc2[nH]c(C)c(CCN(Cc3cccs3)C(=S)Nc3ccccc3)c2c1
 : 25%, 8%, ?
- COC(=O)CN1C(=O)CSc2ccc(S(=O)(=O)Nc3ccc(F)c(Cl)c3)cc21
 : ., 6%, ?
- O=C(Nc1ccccc1)N1CC2(CCN(C(=O)c3cnccn3)CC2)C1
 : 0%, ., 1%
- CC1CC(C)CN(C(=O)c2ccccc2Nc2ccc(SC(F)F)cc2)C1 (configuration not stated)
 : 5%, 3%, -17%
- Cc1ccccc1C(=O)Nc1ccc(C(=O)N/N=C/c2ccc(F)cc2)cc1
 : -16%, -8%, ?
- O=C(c1ccccc1OC(F)F)N1CCN(S(=O)(=O)c2ccc3c(c2)OCCCO3)CC1
 : ., 1%, -11%
- Cn1cc(/C=N/NC(=O)c2ccc(C#N)cc2F)c2ccccc21
 : 1%, 3%, -25%
- CCOC(=O)c1c(N)sc(C(=O)N(CC)CC)c1C
 : 7%, 5%, -20%
- CC(NC(=O)Cn1cccc1C(=O)c1ccccc1)c1ccccc1 (configuration not stated)
 : -18%, 3%, ?
- O=C(COc1ccc2ccccc2c1)NC1CC(=O)N(c2ccc(F)cc2)C1 (configuration not stated)
 : ., 0%, ?
- C[C@H](CO)N1C[C@H](C)[C@@H](CN(C)S(=O)(=O)c2cccs2)Oc2c(NC(=O)Nc3ccccc3)cccc2C1=O
 : ., 1%, 5%
- CCCCn1c(N)c(N(CCOC)C(=O)C2CC(=O)N(c3cccc(SC)c3)C2)c(=O)[nH]c1=O (configuration not stated)
 : 1%, -12%, 4%
- CC1(C)CC(=O)C2=C(C1)OC(N)=C(C#N)C2c1ccc2c(c1)OCO2 (configuration not stated)
 : -5%, ., -5%
- CC(C)CNC(=O)COc1ncnc2ccccc12
 : 2%, 0%, -2%
- COc1ccc(CNC(=O)c2cccc(NC3=NC4CS(=O)(=O)CC4S3)c2)cc1 (configuration not stated)
 : -4%, ., 7%
- Cc1ccc(-n2c(=O)c3c(c4cc(C)ccc4n3C)n(CC(=O)NCC3CCCO3)c2=O)cc1 (configuration not stated)
 : ., -4%, ?
- O=C(NC(=S)NC1CCSC1=O)c1cccc([N+](=O)[O-])c1 (configuration not stated)
 : -10%, 3%, -2%
- OCCNc1ncnc2c1sc1nc(N3CCOCC3)c3c(c12)CCC3
 : -8%, 1%, 15µM*
- Cc1nn(-c2ccc(F)cc2)c(C)c1CN1CCN(CCc2ccccc2)C(CCO)C1 (configuration not stated)
 : -2%, 2%, ?
- O=C(C1CCCC1)N1CCC(CC2CC(c3cccc(Br)c3)=NO2)(C(=O)NCC2CCCCC2)CC1 (configuration not stated)
 : 5%, ., ?

(more compounds)
Second line of a record – N370S GC, TDP1 block, TDP1 cell noCPT
- Cc1cc(Cl)ccc1NC(=O)CN1C(=O)COc2ccc(S(=O)(=O)Nc3ccccc3)cc21
 : ., 6%, ?
- CCOC(=O)CCNC(=O)Nc1ccc2nc(C)n(Cc3cccc(Cl)c3)c(=O)c2c1
 : -14%, 7%, ?
- NC(=O)c1c(NC(=S)Nc2ccc(F)cc2)sc2c1CCCC2
 : -4%, 3%, -27%
- COc1ccccc1C(=O)Nc1cc2ccccc2oc1=O
 : 7%, -2%, -5%
- O=C1c2ccccc2S(=O)(=O)N1Cc1c(F)cccc1Cl
 : -11%, -2%, -22%
- CCn1c(=O)c(C(=O)CN2CCN(S(=O)(=O)c3cc(C)ccc3C)CC2)c(N)n(Cc2ccccc2)c1=O
 : -25%, 0%, 16µM*
- CC1CCc2c(nc3ncnn3c2N2CCN(c3ccccc3)CC2)C1 (configuration not stated)
 : 10%, 2%, ?
- Cc1nnc(N2CCC(C(=O)NCCC(C)C)CC2)c2nn(-c3ccc(Cl)cc3)c(C)c12
 : ., 6%, 21µM*
- CCOC(=O)CNC(=O)c1cc2c(=O)n(CC)c3ccccc3c2s1
 : ., 5%, 13%
- Cc1cccc(-n2cnc3cc(C(=O)N4CCCCC4)ccc32)c1
 : 18%, 3%&2%, ?
- CC(C)CN1C(=O)C(=O)N(CC(=O)NCc2ccc3c(c2)OCO3)C1=O
 : 2%, 3%, -9%
- CCc1cccc(-n2c(=O)c3cccnc3n2CC(=O)NCc2ccc(C)cc2)c1
 : ., -3%, ?
- COc1cc(OC)c(OC)cc1/C=N/n1c(-c2n[nH]c3c2CCC3)n[nH]c1=S
 : -12%, 6%, -6%

Single records, as listed above. Order of screens: N370S GC, TDP1 block, TDP1 cell noCPT
CC1CCc2c(nc3ncnn3c2N2CCN(c3ccccc3)CC2)C1 (configuration not stated) across the screens: 10%, 2%, ?
CCn1c(=O)c(C(=O)CN2CCN(S(=O)(=O)c3cc(C)ccc3C)CC2)c(N)n(Cc2ccccc2)c1=O across the screens: -25%, 0%, 16µM*
O=C1c2ccccc2S(=O)(=O)N1Cc1c(F)cccc1Cl across the screens: -11%, -2%, -22%

This is a subset; count on the stated rates, not on these rows.
